# Bioassay records deposited in PubChem BioAssay by NCI.
# All columns: NCI-60 one-dose screen, growth in % after 48 h at 10 µM unless noted; 100 = growth as untreated, 0 = no growth, -100 = all killed.
# HCT-15 = HCT-15 colon cancer. 82,000 tested, 5.2% active. AID 1794746
# SF-295 = SF-295 CNS cancer cells; 79,000 tested, 5.6% active; AID 1794758
# SNB-75 = SNB-75 CNS cancer | 79,000 tested, 5% active | AID 1794750
# SNB-19 = SNB-19 CNS cancer cells | 81,000 tested, 2.5% active
# SF-539 = SF-539 CNS cancer | 81,000 tested, 6.8% active
# KM12 = KM12 colon cancer cells; 82,000 tested, 5% active
# HCC-2998 = HCC-2998 colon cancer; AID 1794799; 79,000 tested, 4.7% active
# HCT-116 = HCT-116 colon cancer | 82,000 tested, 7.3% active
# SW-620 = SW-620 colon cancer; AID 1794795; 82,000 tested, 5.2% active
# The depositor's hits bear a star; · = not tested or not shown; & = joins results of further samples. How the source made its calls: active means growth percent below 10; inactive means the rest.
SMILES,HCT-15,SF-295,SNB-75,SNB-19,SF-539,KM12,HCC-2998,HCT-116,SW-620
C#CCN(Cc1ccccc1OC)Cc1ccccc1Sc1ccccc1,97.3,94.7,107.9,104.5,112.9,108.1,98.4,80.7,98.4
COc1ccc(NC(=S)N/N=C(\C)c2cc3ccccc3oc2=O)cc1,80.5,92.6,95.6,87.4,92.6,94.2,107.8,97.4,100.5
Cc1ccc(/C=N\NC(=O)N/N=C/c2ccc(C)cc2)cc1,107.1,105.8,102.6,101.0,102.6,103.6,83.1,95.5,106.5
O=C1NN=C(c2ccc(Cl)cc2)CC12CCCCC2,96.8,101.3,100.0,100.0,101.7,101.3,114.3,103.6,100.9
c1ccc(CC(Cc2ccccc2)C2=NCCCN2)cc1,82.2,·,82.5,102.0,23.1,41.3,101.5,53.9,46.9
Cc1c(-c2csc(N/N=C/c3cccc(Br)c3)n2)nnn1-c1ccc([N+](=O)[O-])cc1,89.1,94.5,79.8,97.9,97.7,116.4,99.3,96.5,104.9
CCCCN(CCCC)C(=N)c1ccc(OCc2ccccc2)cc1,50.1,69.7,73.5,84.1,83.8,81.0,46.2,43.6,80.2
N#CC1(c2ccccc2)CCOCC1,105.5,106.0,95.1,106.5,98.0,106.0,102.0,99.2,108.5
O=CCN1C(=O)c2ccccc2C1=O,104.5,98.3,95.5,·,92.3,106.8,96.7,104.3,107.2
CCC1(C(=O)NC(=Nc2ccccc2)Nc2ccccc2)CCOC1=O (stereo not given),104.9,108.6,80.1,105.0,130.3,96.8,105.6,103.5,99.7
CCCC(=O)c1ccc(O)cc1,103.1,94.4,81.3,98.7,95.4,102.2,93.6,88.8,107.6
CC(=O)C1=C(O)c2ccccc2C(=O)C1=O,93.7,87.3,104.4,97.2,108.7,103.8,109.6,95.0,103.2
Cc1cc(C)c2c(=O)[nH]c(SCC(=O)Nc3cccc(S(=O)(=O)N(C)C)c3)nc2n1,118.7,138.7,90.7,95.9,97.3,112.1,105.7,97.1,105.4
CC(=O)c1ccc(CCCCc2ccc(C(C)=O)cc2)cc1,101.5,112.0,94.9,101.6,97.2,105.1,98.7,96.2,108.3
CCN(CC)CCOC(=O)Nc1cc(C(F)(F)F)ccc1Cl,107.9,106.1,82.1,101.7,101.3,103.6,100.6,93.4,111.5
CC/C(=C(\c1ccc(O)cc1)c1ccc(OCCN(C)CCN(C)C(=O)CCCCC(=O)c2c(C)[nH]c(/C=C3\N=C(c4ccc[nH]4)C=C3OC)c2C)cc1)c1ccccc1,60.0,89.2,104.9,114.1,·,68.6,97.0,56.3,88.0
COc1cc2nnn(-c3ccncc3)c2cc1OC,95.6,99.5,113.6,98.8,92.6,102.3,105.2,95.9,101.6
CCCCn1c(=O)c(C(c2c(O)c3cc(C)ccc3oc2=O)c2cn(Cc3ccccc3)c3ccc(F)cc23)cc2cc(Cl)ccc21 (stereo not given),89.9,89.2,108.0,96.2,97.0,98.1,97.9,96.9,103.5
CC(C)C1NC(=O)NC1=O (stereo not given),96.0,105.6,97.1,107.2,105.9,103.0,114.3,104.6,98.5
CCCOC(=O)Nc1ccc(OCC)cc1,108.6,109.8,110.6,118.7,102.0,105.1,109.4,102.3,·
Clc1ccccc1Cc1cn2cc(-c3ccccc3)nc2s1,45.2,86.8,68.9,89.7,83.5,30.7,82.2,76.9,57.1
COc1ccc(-c2cc(NC(=O)Nc3ccc4ncsc4c3)no2)cc1,96.5,89.1,60.2,92.9,102.1,100.2,103.3,102.2,104.7
CC(=O)c1sc(-c2ccc(C)cc2)cc1O,107.5,113.7,120.1,94.7,108.7,108.6,105.7,104.6,103.0
Cc1cc(C)c(-c2c(N)cc(Br)cc2Br)c(N)c1,46.5,36.7,22.9,63.4,46.9,40.5,75.1,23.5,48.5
COc1ccc2oc(N)nc2c1,123.7,101.5,107.5,97.8,105.5,111.1,·,101.3,99.5
O=C(Nc1ccc(Nc2ncnc3sc4c(c23)CCCC4)cc1)Nc1cccc(Cl)c1,104.3,96.8,94.4,108.5,90.8,104.8,103.3,112.4,108.2
O=C1[C@H]2Cc3c([nH]c4ccccc34)[C@@H](c3c(Cl)cccc3Cl)N2C(=O)CN1C1CCN(Cc2c(Cl)cccc2Cl)CC1,90.6,94.5,·,93.3,95.2,91.6,90.2,94.6,99.5
COc1cc2c(cc1OC)C1(NCC2)C(=O)NC2C=CC=CC21 (stereo not given),102.9,100.7,95.4,98.7,95.0,93.8,105.2,98.4,91.5
COc1cc2c(Nc3ccc(F)c(Cl)c3)ncnc2c(OC)c1OC,115.0,104.7,93.0,92.9,110.7,105.3,107.4,111.6,97.4
COc1ccc2c(c1)C1=NN(C(=O)CO)[C@H](c3ccc(OC(F)(F)F)cc3)[C@@H]1CC2,84.7,90.4,90.3,93.4,93.2,102.2,91.9,92.5,109.3
N#Cc1ccc(NC(=O)COc2ccc(/C=C3\C(=O)Nc4ccccc43)cc2)cc1,55.1,89.8,100.7,94.0,83.4,69.6,102.0,55.7,93.4
COc1cc(C2c3cc4c(cc3CCN2C)OCO4)cc(OC)c1OC (stereo not given),85.3,92.4,86.6,107.5,96.6,84.8,94.9,91.7,80.6
O=S(=O)(O)c1ccc(N=Nc2ccc(N=Nc3ccc(O)c4cccc(S(=O)(=O)O)c34)cc2)cc1,109.8,102.1,94.1,103.8,106.3,103.8,100.4,101.5,104.0
NC(=O)NCN1CCOCC1,94.0,103.3,101.5,104.2,98.1,105.5,97.6,91.3,103.4
O=C(c1ccccc1)c1ccccc1C(=O)c1ccccc1,95.0,107.0,102.2,102.1,95.9,93.2,87.5,103.0,95.9
Cc1coc(NS(=O)(=O)c2ccc(N=Nc3ccc(O)c4ncccc34)cc2)c1C,101.8,96.3,89.9,96.3,98.5,99.1,112.7,94.5,99.3
Cc1ccc(NC(=O)CN2CCN(c3ncnc4c3cnn4-c3ccccc3)CC2)cc1,50.3,115.8,103.3,85.9,84.6,89.9,102.0,76.3,99.9
COc1ccc(OCC(O)CN2CCN(c3ccccc3C)CC2)cc1 (stereo not given),109.6,119.2,99.6,98.6,109.5,95.0,109.7,97.2,96.3
O=C(O)C1CCC(C(=O)O)O1 (stereo not given),89.9,108.1,100.0,99.5,105.6,102.1,105.0,102.9,111.3
COc1ccc(-c2[nH]c3c(c(=O)c2C#N)c(=O)n(C)c(=O)n3C)cc1,67.8,110.5,73.9,86.8,89.7,95.9,101.5,90.7,98.0

# Brought forward from above: 3 entries; new compounds follow.
SMILES,HCT-15,SF-295,SNB-75,SNB-19,SF-539,KM12,HCC-2998,HCT-116,SW-620
COc1ccc(OCC(O)CN2CCN(c3ccccc3C)CC2)cc1 (stereo not given),109.6,119.2,99.6,98.6,109.5,95.0,109.7,97.2,96.3
O=C(O)C1CCC(C(=O)O)O1 (stereo not given),89.9,108.1,100.0,99.5,105.6,102.1,105.0,102.9,111.3
COc1ccc(-c2[nH]c3c(c(=O)c2C#N)c(=O)n(C)c(=O)n3C)cc1,67.8,110.5,73.9,86.8,89.7,95.9,101.5,90.7,98.0
Cn1c(=O)c2c(nc(N/N=C/c3ccccc3Cl)n2C)n(C)c1=O,104.7,101.1,93.6,107.7,87.2,140.5,·,97.5,107.5
COc1ccc(-c2nnc(SCC(=O)Nc3nc(-c4ccccc4)cs3)o2)cc1OC,70.9,84.4,86.0,89.9,85.0,88.8,94.9,87.7,97.0
CCOC(=O)C(Nc1ccc(F)cc1)c1ccc(N)cc1 (stereo not given),90.3,·,82.1,98.1,·,86.0,105.4,97.8,97.6
O=C(CCC(=O)Nc1ccccc1)Nc1ccccc1,101.0,96.4,92.8,109.4,113.6,98.1,108.2,96.3,107.5
C#CCOC(=O)Nc1ccccc1,99.6,107.3,91.2,111.2,97.5,109.9,100.0,104.9,104.6
O=C1Nc2cccc3cccc(c23)NC1=O,101.5,127.8,97.2,99.1,95.1,106.9,109.7,104.7,125.1
CCN1C(=O)NC(c2ccccc2)C1=O (stereo not given),106.2,108.8,104.4,104.2,104.6,106.1,103.0,102.0,103.5
O=C(NCCNc1nccc(Nc2ccc(S(=O)(=O)Nc3ccccn3)cc2)n1)c1ccccc1,105.4,101.8,102.2,96.7,104.8,97.0,102.3,98.1,98.6
O=C1CC(c2cc3c(cc2Cl)OCO3)c2cc(Br)c3ccccc3c2N1 (stereo not given),106.3,91.7,91.4,104.0,98.8,99.8,108.8,101.2,109.2
CC(=O)[C@@]1(O)CC[C@H]2[C@@H]3CCC4=CC(=O)CC[C@]4(C)[C@H]3C(=O)C[C@@]21C,111.9,102.7,89.4,106.7,113.4,109.0,105.4,92.3,115.2
O=C(/C=C/C12c3ccccc3C(c3ccccc31)C1C(=O)NC(=O)C12)c1ccco1 (stereo not given),21.7,41.9,-2.5*,30.9,30.8,12.9,102.7,7.6*,27.4
NC1=NN=C(c2ccccc2)C(c2ccccc2)S1 (stereo not given),109.1,124.0,80.5,99.4,104.9,103.3,102.2,97.9,97.3
O=S(=O)(c1ccc(Cl)c(Cl)c1)c1ccc(Cl)c(Cl)c1,109.8,87.5,84.0,·,109.6,109.4,102.0,94.2,110.4
Nc1nnc(-c2c[nH]c3ccc(Br)cc23)c(-c2c[nH]c3ncc(Br)cc23)n1,26.9,41.2,50.2,47.0,41.5,32.6,48.5,17.1,50.2
Nc1nc(SCc2ccc(Cl)cc2Cl)c2[nH]cnc2n1,80.1,85.7,83.8,97.9,89.1,84.8,97.8,83.9,104.8
CNc1ccc(Nc2cccc(C)c2)c2c1C(=O)c1ccccc1C2=O,85.1,146.0,96.3,99.6,99.0,48.4,88.5,92.4,85.4
CN(C)CCC(c1ccccc1)c1cc(Cl)ccn1 (stereo not given),98.6,98.4,116.1,93.1,96.7,100.2,105.8,93.3,101.4
Cc1c(-c2ccccc2)nnn1-c1ccc(F)c(Cl)c1,93.6&79.5,101.8,103.0&84.0,95.1&101.1,90.8&103.5,92.1&104.0,105.4&125.4,90.2&91.5,109.1&103.7
O=C(O)CCCCCNC(=O)c1nc(-c2ccccc2)n(-c2ccccc2)n1,106.5,97.2,98.5,107.7,104.5,106.5,98.5,93.6,103.8
S=C1N[C@@H]2[C@H](N1)N(c1ccccc1)C(=S)N2c1ccccc1,98.6,96.1,95.6,104.5,100.7,94.1,105.4,91.5,103.0

# Results in SF-539 and SNB-19, for 4 of the compounds above:
SMILES	SF-539	SNB-19
Nc1nc(SCc2ccc(Cl)cc2Cl)c2[nH]cnc2n1	89.1	97.9
CNc1ccc(Nc2cccc(C)c2)c2c1C(=O)c1ccccc1C2=O	99.0	99.6
CN(C)CCC(c1ccccc1)c1cc(Cl)ccn1 (stereo not given)	96.7	93.1
Cc1c(-c2ccccc2)nnn1-c1ccc(F)c(Cl)c1	90.8&103.5	95.1&101.1

# Continuation:
SMILES,HCT-15,SF-295,SNB-75,SNB-19,SF-539,KM12,HCC-2998,HCT-116,SW-620
COc1ccc2[nH]c(=O)cc(-n3ncc(C(=O)/C=C/c4cc(OC)c(OC)c(OC)c4)c3C)c2c1,-27.1*,11.3,32.2,19.8,-59.8*,-37.2*,-93.9*,-52.9*,-51.9*
CCOC(=O)C[C@@H]1C(=O)N2CC[C@@]3(C(=O)Nc4ccccc43)[C@@H]2C[C@H]1C(=O)OCC,96.5,97.3,87.2,101.4,93.0,98.3,104.4,104.0,98.7
Oc1ccc(O)c2c1CN(Cc1ccccc1)C(=S)N(Cc1ccccc1)C2,101.5,120.3,86.5,112.5,100.1,104.7,106.5,102.0,115.9
CCCCCCCc1ccc(C(=O)CCN2CCOCC2)cc1,100.7,95.7,86.5,92.9,95.4,105.5,104.2,102.0,100.6
O=CCCN(CCC=O)c1ncnc2ccc(Cl)cc12,107.1,111.0,99.5,118.9,105.9,100.0,117.3,99.9,99.4
N=C(N)SCc1ccccc1,97.5&107.3&100.3,98.8&105.6&86.0,108.5&105.6&97.2,92.6&103.4&88.8,103.6&103.6&95.6,100.3&108.1&113.9,104.6&113.8&105.0,93.7&102.7&97.3,107.3&105.2&113.2
O=[N+]([O-])c1ccccc1SNc1ccccc1,93.5,77.1,103.4,97.8,111.9,90.7,88.4,84.4,92.1
N#C/C(=C\c1ccc(-c2ccccc2F)o1)c1nc2ccccc2c(=O)[nH]1,96.4,94.8,96.1,94.8,95.8,100.8,101.5,102.0,103.8
Cc1ccc(S(=O)(=O)N(SSN(c2ccccc2)S(=O)(=O)c2ccc(C)cc2)c2ccccc2)cc1,101.7,102.6,82.9,109.8,95.9,103.9,104.0,95.2,108.0
CCOC(=O)C(=Cc1ccco1)C(=O)OCC,93.6,86.7,98.0,106.2,98.3,108.4,107.4,98.6,116.6
N=C(N)Oc1ccc(Cl)cc1,101.6,102.9,98.9,100.9,99.4,98.7,104.1,95.0,101.7
CCOC(=O)CN1CCC(C(=O)OCC)CC1,124.6,119.4,105.7,109.9,117.2,108.7,103.2,98.1,107.9
O=C(OCCc1ccccn1)c1cccc([N+](=O)[O-])c1,104.7,114.4,106.5,105.2,115.8,107.7,102.5,104.3,119.8
CCOC(=O)C(C(=O)OCC)c1nc2sc3cc(Cl)c(Cl)cc3n2c(=O)c1C#N,105.0,104.2,66.3,93.8,91.2,120.5,108.9,94.2,107.1
N#Cc1c(-c2ccccc2)nc(SCC2CO2)[nH]c1=O (stereo not given),94.4,121.5,88.7,100.2,197.4,124.6,89.4,97.0,100.4
CC1=NN(c2ccccc2)C(c2ccco2)C1 (stereo not given),107.8,126.6,84.0,91.3,106.0,109.4,104.5,105.3,110.6
O=C(N/N=C/c1cccc(O)c1O)c1ccccc1,22.7,-1.6*,41.0,35.7,6.6*,25.9,8.5*,9.4*,33.5
Cc1ccc2c(C3C4=C(CCCC4=O)OC3c3cc(=O)oc4ccc(C)cc34)cc(=O)oc2c1 (stereo not given),99.4,100.9,93.3,103.7,95.7,99.7,93.4,93.6,116.0
